IMPase inh = IMPase inhibition in cells. CHO-M1 cells, IP1 accumulation, HTRF TR-FRET ratio. inhibition (IP1 accumulation), % at 46.1 µM. 120,000 tested, under 10 active. AID 901; active = well fitted curve in the direction sought with a large enough effect in the signal ratio, not every such curve was filed as active; inconclusive = small, poorly fitted or top-dose-only effect, or a change in a side signal; inactive = no such curve, though single readings can be large or run the other way; the % refers to the signal ratio;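 also: cells stimulated with carbachol in lithium chloride buffer; plate controls were DMSO basal wells for no effect and reference inhibitor wells for full effect; higher means more IMPase inhibition seen as more IP1 and lower FRET ratio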
Target sequence (P97697 whole entry, looked up): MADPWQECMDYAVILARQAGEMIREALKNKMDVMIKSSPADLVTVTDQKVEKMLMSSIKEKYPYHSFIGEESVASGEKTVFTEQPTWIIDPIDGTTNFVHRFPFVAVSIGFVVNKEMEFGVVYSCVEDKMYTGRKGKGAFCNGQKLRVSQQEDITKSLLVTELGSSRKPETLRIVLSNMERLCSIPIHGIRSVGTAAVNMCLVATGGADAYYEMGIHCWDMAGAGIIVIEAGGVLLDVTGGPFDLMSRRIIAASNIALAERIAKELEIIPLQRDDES
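CHO-M1, 2000 cells/well, cultured 16–30 h; cpd up to 46 uM; carbachol (50 uM solution, stimulation buffer w/ 50 mM LiCl, pH 7.4), 30 min 37C; IP-One TR-FRET, 10 min RT; Ex 320/Em 665, 620; Hill-fit AC50.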
12-hLO inh = blocks human 12-lipoxygenase activity | purified 12-hLO, xylenol orange hydroperoxide absorbance | Potency, µM (top dose mostly 57.1 µM), for the others: at the highest dose activity change, negative = inhibition, most hits filed as inhibitors | actives 0.12% (n = 150,000); also: potency is read from the fitted curve at half-maximal effect; nearly all actives have a fitted effect of over 55% in size; many of its hits are not listed in these tables
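150 nM 12hLO, 25 mM Hepes pH 7.0 + 0.01% Triton X-100; cpd preinc 15 min RT; 40 uM arachidonic acid, 30 min RT; Fe-XO 30 min; A573/A405 ratio as read-out.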
PNC inhibitor = inhibitors of perinucleolar compartment assembly. PC3M PTB-GFP, PNC prevalence imaging, 16 h; active compounds read low. activity change (PNC), negative = inhibition, % at 10 µM. actives 3.1% (n = 140,000). AID 2417;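 active = readout at or below -70, meaning at least 70% loss of cells showing the perinucleolar compartment, a nuclear body marking cancer cells; inconclusive = readout between -30 and a set limit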;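 also: plate controls were DMSO wells for no effect and camptothecin positive control wells for full effect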
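PC3M cells stably expressing PTB-GFP, 750–1000 cells/well, treated 16 h at 37 °C with compound (23 nl of library stock), in duplicate. After paraformaldehyde fixation and Hoechst stain, imaged at 20x; PNC prevalence scored by image analysis.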
ALOX15B inhib = 15-hLO-2 (ALOX15B) enzyme inhibition | O15296 | purified 15hLO-2, xylenol orange hydroperoxide absorbance | Potency, µM (titrated, usually from 57.1 µM), for the others: top-dose activity change, negative = inhibition, actives largely listed as inhibitors | actives 0.56% (n = 110,000); also: potency is read from the fitted curve at half-maximal effect; nearly all actives have a fitted effect of over 60% in size; many of its hits are not listed in these tables
Target sequence (O15296 whole entry, looked up): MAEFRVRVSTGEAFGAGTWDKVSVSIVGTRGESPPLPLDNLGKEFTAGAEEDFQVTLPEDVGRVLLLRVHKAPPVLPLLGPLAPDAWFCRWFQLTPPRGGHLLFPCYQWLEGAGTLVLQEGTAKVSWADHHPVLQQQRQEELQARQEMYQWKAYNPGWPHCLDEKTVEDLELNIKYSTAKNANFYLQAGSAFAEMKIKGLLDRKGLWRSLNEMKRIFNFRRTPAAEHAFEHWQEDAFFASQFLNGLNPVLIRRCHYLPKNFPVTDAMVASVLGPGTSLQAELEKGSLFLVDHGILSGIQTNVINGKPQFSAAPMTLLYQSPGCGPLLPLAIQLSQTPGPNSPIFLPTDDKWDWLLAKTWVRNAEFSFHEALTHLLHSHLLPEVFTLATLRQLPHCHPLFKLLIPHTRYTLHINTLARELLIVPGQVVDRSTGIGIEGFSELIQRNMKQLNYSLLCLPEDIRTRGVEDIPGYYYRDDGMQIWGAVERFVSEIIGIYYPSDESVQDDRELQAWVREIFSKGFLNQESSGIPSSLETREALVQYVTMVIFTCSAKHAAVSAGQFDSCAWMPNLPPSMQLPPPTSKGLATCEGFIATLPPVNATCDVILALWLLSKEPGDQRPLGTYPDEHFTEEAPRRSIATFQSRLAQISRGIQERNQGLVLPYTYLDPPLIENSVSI
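Purified human 15hLO-2 (50 nM) preincubated 15 min with compound, then 45 uM arachidonic acid for 90 min at RT in 25 mM Hepes pH 7.5, 0.01% Triton X-100. Hydroperoxide detected by Fe-xylenol orange; 573/405 nm absorbance ratio.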
Active calls of the source: *; u = inconclusive; x = not tested or not shown; [ ] = dose if it differs, or a comment. Unless noted, calls follow the shape of the dose curve; as a rule, active = well fitted curve in the direction sought with a large enough effect; inconclusive = small, poorly fitted or top-dose-only effect, or another doubt; inactive = no such curve, though single readings can be large; an effect the other way counts as inactive or inconclusive. Unless noted, % is scaled to controls: 0 for no effect and ±100 for the full control effect. Some of the compounds tested (hit frequency here may not be typical).

SMILES	IMPase inh	12-hLO inh	PNC inhibitor	ALOX15B inhib
CC(C)CN1CCCC2(CCN(C(=O)c3ccco3)CC2)C1	x	-2%	x	3%
O=[n+]1c2c(n([O-])c3ccccc31)CCC2	0	-2%	41	-10%
COC(=O)[C@@]1(Cc2ccc(F)cc2)[C@H]2c3cc(C(=O)N(C)C)n(CCF)c3C[C@H]2CN1C(=O)c1ccccc1	x	1%	x	2%
O=c1oc2cc(OCc3c(F)cccc3Cl)ccc2cc1-c1ccccn1	9	-3%	93	-2%
CC1Cc2cc(/C(O)=C3\C(=O)C(=O)N(CCN(C)C)C3c3ccccc3F)ccc2O1 (stereo not given)	u	-2%	-5	-2%
COc1cc(OC)c(NC(=O)CCCn2c(=O)oc3ccccc32)cc1Cl	x	-2%	20	x
CN(C)C=Nc1ccc2nn(-c3ccccc3)nc2c1	-24	5%	72	26%
COc1ccc(N(CC(=O)NCCC2=CCCCC2)S(C)(=O)=O)cc1OC	-5	3%	-25	-1%
CC(C)(C)NCc1cc(Cl)ccc1OCc1cccs1	-6	-1%	-29	x
CCN(CC)CCn1c(-c2ccccc2)nc2c(NC3CCCCC3)nc(C)nc21	x	-1%	x	26%
COc1cc(S(=O)(=O)N2CCCCCC2)c(OC)cc1Br	14	-1%	10	1%
COc1cccc(C(=O)N(Cc2nc(-c3ccc(C)cc3)no2)C(C)C)c1	-4	-2%	-20	11%
Cn1nc(OCc2ccccc2)ccc1=O	-4	-13%	u	-7%
O=C(NCc1n[nH]c(=S)n1-c1ccc(F)cc1)c1ccco1	2	4%	-7	0%
Cc1ccc(C2=N/C(=C\c3ccc(OS(=O)(=O)c4ccc(C)cc4)cc3)C(=O)O2)cc1	x	-4%	u	x
O=C(CN1C(=O)CC(c2ccco2)Sc2ccccc21)Nc1ccccc1F (stereo not given)	-10	4%	62	x
Cc1cccc(Nc2nnc(-c3ccc(N4CCOCC4)c([N+](=O)[O-])c3)c3ccccc23)c1	x	-3%	u	x
Cc1ccn2cc(-c3ccc(NC(=O)c4ccco4)cc3)nc2c1	x	0%	u	x
Cc1ccsc1/C=C(\C(=O)c1ccc(OC(C)C)cc1)c1nc2ccccc2o1	x	0%	21	x
Cc1cc(O)c(C(C)C)cc1C1(c2cc(C(C)C)c(O)cc2C)OC(=O)c2ccccc21	x	-16%[11.4 µM]	x	u
O=C(/C=C/c1c(Cl)cccc1Cl)NCCc1ccccc1	-1	5%	76	18%
CN(C)S(=O)(=O)c1ccc(NC(=O)CN2CCN(C(c3ccccc3)c3ccccc3)CC2)cc1	-6	-2%	u	1%
COC(=O)C1=C(COc2ccc(C=O)cc2OC)NC(=O)NC1c1cc(C)ccc1C (stereo not given)	x	0%	2	x
CCc1c(O)nc(SCC(=O)NCc2ccco2)[nH]c1=O	2	-2%	u	10%
CCOC(=O)c1c(N)sc2c(OCC)c(Br)ccc12	x	-11%	40	x
COc1ccc(CNC(=O)CN(Cc2ccc(Cl)cc2)S(C)(=O)=O)cc1	x	-2%	48	x
Cc1nnc(N/N=C/c2cccc(OCc3ccc(Cl)c(Cl)c3)c2)n1N	x	u	-26	x
CCOc1ccc(Nc2oc(-c3ccccc3Cl)nc2C#N)cc1	0	2%	10	-26%
CN(C)c1ccc(/C=N/NC(=S)NCc2ccccc2)cc1	-1	-29%	u	u
COc1ccccc1-n1c(SCC(=O)NC(C)(C)C)nc(O)c(Cc2ccccc2)c1=O	-6	-4%	94	0%
CCC(=O)NCC(=O)OCC(=O)c1ccccc1	2	4%	-15	x
COc1ccc(-c2nc(C#N)c(N3CCc4ccccc4C3)o2)cc1OC	4	-1%	-7	-9%
CCS(=O)(=O)NCC(c1cccnc1)N1CCN(c2ccccc2F)CC1 (stereo not given)	1	0%	67	-5%
O=C(O)Cn1c(CC(=O)N2CCCC2)nc2ccccc21	7	9%	u	1%
COc1ccc(CCNC(=O)C2CCCN(c3nn4c(=O)cc(C)nc4s3)C2)cc1OC (stereo not given)	4	9%	369	x
CCN(c1cccc(C)c1)c1nc2ccsc2c(=O)s1	3	-6%	53	-9%
Cc1cc(C)nc(NS(=O)(=O)c2ccc(N/C=C\C(=O)c3ccc(Cl)cc3)cc2)n1	-8	-5%	3	-20%
CC(C)CCNC(=O)c1ccc(Cl)c(NC(=O)Cc2ccccc2)c1	x	-1%	-9	x
CC(OC(=O)CNC(=O)C12CC3CC(CC(C3)C1)C2)C(=O)Nc1ncc(Cl)cc1Cl (stereo not given)	-9	5%	25	11%
COc1ccc(Nc2nc(-c3ccccc3)cs2)cc1	-2	-6%	-28	-1%
CCCCN1C[C@H](O)[C@@H](O)[C@H](O)[C@H]1CO	x	-9%	u	x
Cc1cc(C)cc(N2C(=O)N(c3ccccc3C)C3CS(=O)(=O)CC32)c1 (stereo not given)	4	-2%	-15	-2%
COc1ccc(-c2csc(NC(=O)COC(=O)c3ccc(Br)o3)n2)cc1	x	-3%	-8	x
Cc1ccc(C2Nc3cccc4cccc(c34)N2)s1	x	5%	11	x
C/C(=N\NC(=O)c1ccccc1)c1ccccc1Br	x	2%	-4	x
COC(=O)CSc1nnc(CNc2ccc(OC)cc2)n1C	5	-6%	41	-5%
CCN(CC)S(=O)(=O)c1ccc(S(=O)(=O)Nc2ccc(C(=O)N3CCCC3)cc2)cc1	5	-5%	12	4%
Cc1ccc(NC(=O)CN(C)C(=O)Cn2ncc(Cl)c(Cl)c2=O)cc1	-3	1%	31	x
Nc1nnc(-c2ccc(F)cc2)s1	0	-8%	18	0%
COc1ccc(OC)c(NC(=O)c2cc(-c3cc(Cl)ccc3O)n[nH]2)c1	13	-11%	-16	-7%
CCCCC(=O)Nc1ccc(NC(=O)C(C)C)cn1	-13	-5%	2	28%
O=C(CN1C(=O)S/C(=C/c2ccncc2)C1=O)N1CCOCC1	x	1%	u	x
CC(=O)[C@H]1CC[C@H]2[C@@H]3CCC4=CC(=O)CC[C@]4(C)[C@H]3[C@H](O)C[C@]12C	x	3%	u	x
CN(C)c1ccc(C(=O)NCC2CCCO2)cc1 (stereo not given)	-2[0.369 µM]	0%	u	x
COc1ccc(CC(=O)OCC(=O)Nc2ncc(Cl)cc2Cl)cc1	1	-7%	20	-11%
Cc1cc(C)n2nc(C(=O)N/N=C/c3c4ccccc4cc4ccccc34)nc2n1	-6	-6%	-25	x
COc1ccc(O)c(C(=O)c2cc(C(=O)NCCc3ccccc3)c(=O)n(CCc3ccccc3)c2)c1	x	-16%	0	x
CSc1sc(C(=O)O)c(C)c1C(C)=O	-7	9%	-10	-1%
O=c1[nH]ccc2c(O)cccc12	-1	-4%	x	6%
CCn1cnc2cc(NCc3ccc(OC)cc3)ccc21	6	3%	47	37%[activator]

Only PNC inhibitor and ALOX15B inhib (2 entries from above):
structure | PNC inhibitor | ALOX15B inhib
CCN(CC)CCn1c(-c2ccccc2)nc2c(NC3CCCCC3)nc(C)nc21 | x | 26%
COc1cc(S(=O)(=O)N2CCCCCC2)c(OC)cc1Br | 10 | 1%

The results go on:
SMILES	IMPase inh	12-hLO inh	PNC inhibitor	ALOX15B inhib
COc1cc2c(cc1OC)-c1cc(OCc3cccnc3)nc(=O)n1CC2	-21	-3%	u	-1%
CC1=C(C#N)C(c2cccnc2)C2=C(CCCC2=O)N1 (stereo not given)	-12	4%	51	x
Cc1nc2ccc(NC(=O)Cc3ccc4c(c3)OCCO4)cc2s1	0	-1%	-12	x
O=C(CSc1ccc2nnc(-c3cccc(F)c3)n2n1)NCC1CCCO1 (stereo not given)	-2	-14%	10	u
Cc1ccc(Cc2cncc(O)c2)cc1S(=O)(=O)O	10	-6%	32	0%
COc1ccc(C(=O)N2CC(=O)N(CCc3ccccc3)C(=O)C2)cc1OC	-4	2%	7	0%
CC(C)CCC(C(=O)O)C(C)CC(=O)NC1CCCCC1 (stereo not given)	-10	2%	40	1%
CCOCCCn1c(=NC(=O)c2ccc(OC)c(OC)c2)c(C#N)cc2c(=O)n3cccc(C)c3nc21	1	7%	-25	-20%
N#Cc1sc2nc(C3CC3)cc(-c3ccc(Cl)cc3)c2c1N	x	3%	-4	x
Cc1cc(C)n(CCn2nc(C)cc2C)n1	-9	1%	3	0%
COC(=O)c1ccc(CSc2nnc(Nc3ccc(OC)cc3)s2)o1	4	-2%	u	-8%
O=C(NC1CCCCCC1)C1c2ccccc2C(=O)N1Cc1ccco1 (stereo not given)	-3	1%	7	13%
O=C(CN(Cc1ccco1)C(=O)Cn1nnc(-c2cccs2)n1)NCc1ccccc1	-8	1%	-2	10%
CC(=O)N/C(=C/c1ccc(Cl)cc1)C(=O)NCCc1c[nH]c2ccccc12	0	-9%	19	1%
Cc1nc2sccn2c1-c1csc(NCc2ccccc2)n1	12	u	-3	15%
O=C(O)CCCC(=O)Nc1cccc(-c2nc3ccccc3[nH]2)c1	-9	5%	u	-5%
C#CCOCCOCCOCCNc1nc(N2CCOCC2)nc(N2CCN(C(=O)[C@H]([C@@H](C)CC)n3cc(CCCCN)nn3)CC2)n1	x	4%	31	x
CNCC/C=C1/c2ccccc2CSc2ccccc21	11	15%	3	x
CC(C)(C)NC(=O)c1ccc(COCC(F)(F)F)o1	u	0%	3	5%
CC(C)c1ccc(C2=NN(c3ccccc3)C(=O)CC2)cc1	8	-7%	-18	x
Cc1nonc1OCCNc1ccc([N+](=O)[O-])cc1[N+](=O)[O-]	x	-6%	53	x
Cc1cc(N2CCCCC2)nc(SCC(=O)c2ccccc2)n1	-1	-1%	u	-3%
CCOC(=O)C1C(=O)CC(C)(O)C(C(=O)OCC)C1c1ccccc1OC (stereo not given)	-2	0%	-23	-7%
Cc1ccc(C)c2sc(NC(=O)c3nc4ccccc4s3)nc12	x	0%	5	x
O=[N+]([O-])c1cc(C(F)(F)F)ccc1N1CCN(S(=O)(=O)c2ccc3ccccc3c2)CC1	1	4%	-12	-4%
COc1ccc2c(Cl)c(C(=O)NCC3CCCO3)sc2c1Cl (stereo not given)	x	-2%	6	x
Cc1c(-c2cccc(Cl)c2)nc2ccccc2c1C(=O)OCC(=O)Nc1ccc2c(c1)OCO2	x	2%	5	x
O=C1C(=O)N(CCN2CCOCC2)C(c2ccccn2)/C1=C(/O)c1ccc(Cl)cc1 (stereo not given)	-8	-2%	54	x
CCN1CCN(C(=S)NC(C)c2ccccc2)CC1 (stereo not given)	x	-1%	66	x
CCSc1nc(N2CCOCC2)c2c(c1C#N)CCCC2	1	-7%	36	1%
CCOC(=O)N1CCN(C(=O)c2ccccc2NC(=O)c2ccc(F)cc2)CC1	x	-4%	11	x
O=C(NCCN1CCOCC1)c1cc(-c2ccccc2)on1	22	-1%	u	17%
Cc1cc(-c2n[nH]c(=S)n2/N=C/c2cccc([N+](=O)[O-])c2)n[nH]1	x	1%	5	x
CN(C)c1ccc(CC(=O)c2nc3ccccc3s2)cc1	x	-4%	-27	x
Cc1ccc(C)c(NC(=O)C2CC3c4ccccc4C2c2ccccc23)c1 (stereo not given)	16	5%	9	-7%
Clc1ccc2scc(CN3CCCCC3)c2c1	x	3%	u	x
O=C(Nc1ccc(Oc2ccccc2)cc1)c1ccc(Cn2c(=O)[nH]c3ccsc3c2=O)cc1	x	-2%	13	x
CCc1ccc(-c2cc(C(=O)NCc3ccco3)c3ccccc3n2)s1	-10	u	-22	u
CCOc1c(OC)ccc2c3c(c(=O)oc12)CCCC3	7	-7%	u	11%

Screening data: PubChem BioAssay, National Center for Advancing Translational Sciences (NCATS)
